High-throughput results: PubChem, several laboratories
CF NFkB inh = inhibitors of cystic fibrosis induced NF-kB; KKLEB NF-kB-GFP reporter, PAF-induced, GFP fluorescence overnight; inhibition, % at 5 µM; 0.86% of 360,000 active; AID 588850;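 active = at least 50% inhibition at 5 µM, scaled per plate between neutral and stimulator controls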;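 also: PAF is a Pseudomonas aeruginosa culture filtrate used as stimulus; plate controls were PAF-stimulated DMSO wells for no effect and unstimulated DMSO wells for full effect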
NR2E3 ag-1 = NR2E3 (human) agonism | 0.12% of 320,000 active | GST-NR2E3/biotin-RetCOR TR-FRET, 1536-well | Q9Y5X4 | AID 2300 | inhibition of corepressor binding, % at 4.78 µM;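 active = percent inhibition above the cutoff of mean plus 3 SD of all tested compounds, set per screening campaign, cut at about 20% in these data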;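 also: 0% = DMSO wells and 100% = biotin wells as full block of FRET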
Target sequence (Q9Y5X4 whole entry, looked up): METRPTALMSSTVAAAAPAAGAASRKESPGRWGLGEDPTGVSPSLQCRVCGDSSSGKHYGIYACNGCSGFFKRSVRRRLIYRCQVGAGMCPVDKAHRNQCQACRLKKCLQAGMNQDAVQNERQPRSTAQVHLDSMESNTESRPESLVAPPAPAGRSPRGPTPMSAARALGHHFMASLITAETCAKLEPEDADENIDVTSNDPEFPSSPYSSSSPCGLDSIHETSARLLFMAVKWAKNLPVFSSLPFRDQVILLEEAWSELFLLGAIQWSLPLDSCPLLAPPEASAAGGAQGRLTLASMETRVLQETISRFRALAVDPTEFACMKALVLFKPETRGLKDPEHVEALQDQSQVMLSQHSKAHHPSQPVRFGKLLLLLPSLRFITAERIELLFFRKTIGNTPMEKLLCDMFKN
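system = GST-tagged NR2E3 plus biotinylated RetCOR corepressor | input = 1.35 nM GST-NR2E3 | also added = 7 nM biotin-RetCOR | schedule = 5 h incubation at 4 °C | measured by = TR-FRET with europium anti-GST and streptavidin-D2, 340 nm excitation | read-out = percent loss of FRET ratio relative to control wells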
Peg3 prom inh = inhibitors of Peg3 promoter | HeLa PEG-Prom luciferase reporter, luminescence, overnight | inhibition, % at 20 µM | 1.7% of 360,000 active | AID 588405;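 active = inhibition of at least 50% at 20 µM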
NR2E3 ag-2 = agonists of human NR2E3 nuclear receptor; Q9Y5X4; CHO-S Gal4-NCOR/VP16-NR2E3 two-hybrid, luciferase; inhibition of corepressor binding, % at 3.98 µM; 0.35% of 360,000 active; AID 602229;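 active = inhibition above the mean of all tested compounds plus 3 SD, cut at about 70% in these data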;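 also: 0% = DMSO with NR2E3 transfected cells and 100% = cells lacking NR2E3 construct; higher means lower luciferase signal from less NR2E3 corepressor binding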
MITF TRPM1 inh = MITF TRPM1 promoter inhibition in SK-MEL-5 cells. SK-MEL-5 TRPM1 promoter luciferase, 24 h. inhibition, % at 12.5 µM. 0.83% of 330,000 active. AID 488899;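 active = mean inhibition across replicates of 60% or more, whatever share of single replicates reaches that level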; also: values of inactives mirror those of a sister screen read the other way
TWEAK-Fn14 inh = inhibitors of TWEAK-Fn14 interaction signaling | TWEAK-stimulated Fn14 reporter cells, luciferase luminescence, 8 h | inhibition, % at 10 µM | 2% of 360,000 active | AID 1159606; in the data active = inhibition above about 50%
aDG glyco act = increases alpha dystroglycan glycosylation; 0.22% of 360,000 active; activation, % at 10 µM; Pro5-aDG cells, alpha-DG glycosylation AlphaScreen (IIH6); 0% Pro5, 100% B10-LARGE cell signal;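 active = activation of at least 8% versus controls, or a plate z-score of at least 8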;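 also: Pro5 are CHO cells carrying HIG-tagged alpha-DG that lacks glycosylation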
KKLEB cytotox = reduces viability of KKLEB cystic fibrosis airway cells. KKLEB CF airway cells viability, ATPlite luminescence, overnight; stronger effect = lower value; cells stimulated with P. aeruginosa culture filtrate. activity change (cytotoxicity), % at 5 µM. 0.36% of 360,000 active;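 active = corrected activity change at or below -50% at 5 µM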
iPSC survival up = increases survival of single human iPS cells. hiPSC single-cell survival, ATPlite luminescence; 100% = ROCK inhibitor wells, 0% = DMSO. survival enhancement, % at 20 µM. 0.044% of 360,000 active; in the data active = survival enhancement above about 18%;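 also: cells exposed to compounds for 16 hours before the ATP read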
Shn3 3UTR inh = inhibitors of Schnurri-3 3'UTR reporter in osteoblasts | Clone20 osteoblast Shn3 3'UTR firefly luciferase, 24 h | inhibition, % at 12.5 µM | 0.52% of 360,000 active;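 active = mean inhibition of at least 75% with every replicate also reaching 75%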;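 also: 0% = median of neutral control wells and 100% = pilot-screen positive control compound; some compounds past the cut are filed as inactive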
HIF-2a block = blocks HIF-2a reporter activity | inhibition, % at 18.8 µM | 786-0 RCC cells HIF-2a reporter, luciferase luminescence, overnight | 0.72% of 360,000 active;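 active = inhibition of the luminescence signal of 40% or more relative to plate controls, in a single-dose primary screen at 18.75 µM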
The depositor's hits bear a star; x = not tested or not shown.

The opening 2 compounds, ahead of the listing:
Each structure is followed by: CF NFkB inh, NR2E3 ag-1, Peg3 prom inh, NR2E3 ag-2, MITF TRPM1 inh, TWEAK-Fn14 inh, aDG glyco act, KKLEB cytotox, iPSC survival up, Shn3 3UTR inh, HIF-2a block
1. COC(=O)C(C(=O)OC)N1C(=O)CCC1=O
  11, -1, 12, -18, -3, 6, 0.0, -27, -0.7, 2, -1
2. O=C(O)c1ccc(N2CCS(=O)(=O)CC2)cc1
  9, 0, 7, -24, 2, 5, 0.7, 0, 1.3, -66, 12

This part in full, previewed entries included:
Each structure is followed by: CF NFkB inh, NR2E3 ag-1, Peg3 prom inh, NR2E3 ag-2, MITF TRPM1 inh, TWEAK-Fn14 inh, aDG glyco act, KKLEB cytotox, iPSC survival up, Shn3 3UTR inh, HIF-2a block
1. COC(=O)C(C(=O)OC)N1C(=O)CCC1=O
  11, -1, 12, -18, -3, 6, 0.0, -27, -0.7, 2, -1
2. O=C(O)c1ccc(N2CCS(=O)(=O)CC2)cc1
  9, 0, 7, -24, 2, 5, 0.7, 0, 1.3, -66, 12
3. CC(=O)N1CCN(S(=O)(=O)c2ccc(C)c([N+](=O)[O-])c2)C1C(C)C (stereo not drawn)
  6, 1, 10, -17, 2, 2, 0.4, -11, -0.2, 15, 11
4. O=C(NC1C2CCCC1CN(C1CC1)C2)c1ccc(Cl)cc1 (stereo not drawn)
  13, x, 4, -15, -7, -10, 0.6, -26, 0.2, -6, -14
5. CC[C@H](C)[C@H]1CNC(=S)N1CC1CCN(CC)CC1
  13, x, -2, -4, x, -19, -0.2, -7, -4.7, -14, 15
6. Cc1c(CCC(=O)NCCCn2ccnc2)c(=O)oc2cc3oc4c(c3cc12)CCCC4
  9, 4, -56, 22, -6, 1, 0.6, 1, 4.0, 49, -9
7. C/C(=N\Nc1ccc(Cl)cc1)c1c(O)cc(C)oc1=O
  -30, 0, -28, -14, 10, -32, -0.1, 5, -0.1, -13, -64
8. S=C(NCC1CCCCC1)Nc1ccc(Oc2ccccc2)cc1
  5, 7, 27, 15, 8, 18, 3.0, -2, -4.5, 26, -11
9. CC(C)=CCN1CCN(Cc2cccc3nccnc23)CC1CCO (stereo not drawn)
  -19, 2, 0, -9, 3, -5, -0.1, 3, 2.2, 2, 5
10. CC1CC(C)(C)NC(=S)N1CCC(=O)Nc1ccc2c(c1)OCCO2 (stereo not drawn)
  -6, -3, 29, -10, 37, -5, 2.0, -6, 0.2, 60, 11
11. COC(=O)c1ccc(CO/N=C(\NC(C)=O)c2nonc2NC(C)=O)cc1
  -16, -2, -4, -4, -9, 2, 0.0, -1, 1.0, 9, 4
12. Cc1ccc2c(c1)N(C(=O)CCC(=O)NCc1cccnc1)CC(C)O2 (stereo not drawn)
  0, -5, 1, -4, x, 13, -0.6, -13, -0.4, 6, 15
13. CCC[C@@H]1CCCO[C@@](C(=O)NCc2cc(C)n(C)n2)(C(F)(F)F)C1
  -2, -2, -2, -3, 10, 3, -0.4, 11, 4.4, 3, 2
14. O=[N+]([O-])C1=CC=C2C(=NC3(CCCCC3)N2O)C1=NCCc1ccccc1
  8, x, 9, -4, 9, 12, -0.6, 6, 1.9, -1, 0
15. Cc1ccc(/C=C2/NC(=O)N(Cc3ccccc3)C2=O)o1
  5, 0, 4, 0, 2, -7, -0.1, 1, -2.1, 22, 22
16. COc1cccc(CNC(=O)CN(C)S(=O)(=O)c2ccc3c(c2)n(C)c(=O)c(=O)n3C)c1
  -4, -4, 4, -7, -2, 0, 0.1, 5, 0.4, -5, 12
17. Cc1ccc(NC(=O)CCNS(=O)(=O)c2ccc3[nH]c(=O)oc3c2)c(C)c1
  -17, 2, 4, 0, 1, 9, 0.1, 12, 0.1, -4, 8
18. CCCNc1nc(-c2ccccc2)c(C(=O)OCC)cc1C#N
  13, 4, 25, -25, 32, 3, -0.1, -11, 2.5, 25, 17
19. COc1cc(C(=O)N2CCN(C(=O)Cc3ccccc3)CC2)cc(OC)c1OC
  8, 2, 16, -6, 7, 3, 0.1, 8, 0.1, -10, 21
20. O=C(Nc1ccc(Br)cn1)c1ccc([N+](=O)[O-])o1
  39, 1, 19, -4, 26, 22, 5.3, -2, -3.6, -39, -55
21. CC(=O)N1CCN(C(=O)C2(NC(=O)Nc3ccccc3Cl)CCCCC2)CC1
  0, 4, -1, 8, -9, -2, -0.1, 0, -0.1, 7, 16
22. CN(CC(=O)Nc1ccccc1Br)C(=O)c1n[nH]c2ccccc12
  -24, x, 11, 22, 25, 11, -0.4, 8, -0.6, 7, 11
23. Fc1cccc(CSc2ccc3nnc(-c4ccccn4)n3n2)c1
  0, -3, -1, 20, 7, 3, 1.4, 2, 0.9, 19, 21
24. COc1cc(OC)cc(C(=O)NCCc2cnc[nH]2)c1
  10, 6, 16, -14, -28, 4, 0.1, -2, -0.7, 10, 11
25. Cc1cc2c(NC(=O)CCCC(=O)O)cccc2nn1
  4, 1, 6, -1, 9, -7, 0.0, 8, -0.2, -37, 22
26. Cc1ccc(N=Cc2ccc(N(C)C)cc2)cc1
  -8, 2, -21, -29, 0, -5, -0.3, 8, -2.0, -1, -35
27. Cc1cccc(NC(=S)N2CCN(c3cc(C)ccc3C)CC2)c1
  4, 0, 19, -18, 2, 11, 0.1, -1, -1.3, 13, 10
28. COc1cc(/C=C/C(=O)NC(C)(C)C)ccc1OCc1ccccc1
  -4, -1, 10, 1, 9, 13, 0.0, 4, -1.6, 34, 6
29. N=c1c2c(n(Cc3ccc(Cl)c(Cl)c3)c3c1CCC3)CCCC2
  38, 5, 39, -17, 71*, 48, 0.0, -17, -3.5, 79, 25
30. CCOc1ccccc1C1c2[nH]c3ccccc3c2C[C@H]2C(=O)N(C3CC3)CC(=O)N12 (stereo partly drawn)
  -10, 0, 0, 2, 9, 7, -0.1, 2, 0.6, 14, 33
31. CCC(=O)Nc1cccc(NC(=O)CSc2nnc(-c3ccc(NS(C)(=O)=O)cc3)n2CC)c1
  11, -1, -45, 8, -8, 9, 0.1, 7, 2.6, 9, 0
32. COc1ccc(S(=O)(=O)Cc2ccc(C(=O)N3CCN(c4cc(C)ccc4C)CC3)o2)cc1
  8, 2, 27, -29, -1, 0, -0.1, -6, 0.0, -44, 19
33. CC(C)(C)NC(=O)C(c1c[nH]c2ccccc12)N(C(=O)Cn1nnc(-c2ccc(Cl)cc2)n1)c1ccccc1F (stereo not drawn)
  7, 1, 24, -23, -11, 29, 0.2, 4, -0.5, -29, 11
34. O=[N+]([O-])c1ccc(OS(=O)(=O)Cc2ccccc2)cc1
  12, 3, -4, -8, 2, -20, -0.4, -6, -1.4, 27, -4
35. CCOc1ccccc1NC(=O)NC(C)c1ccc2c(c1)OCO2 (stereo not drawn)
  18, 0, 5, -8, 10, 3, 0.4, 2, -0.2, -3, 14
36. CCc1nnc(NC(=O)c2ccc(NS(=O)(=O)c3ccccc3)cc2)s1
  -7, 1, 22, 1, 8, 6, -0.2, 9, 2.5, -7, 0
37. CCOC(=O)C(C)Sc1ccc2nnc(-c3ccc(F)cc3)n2n1 (stereo not drawn)
  -2, 3, 18, -15, 4, 1, 0.0, -11, 0.1, 14, 13
38. CCC1CCCCN1CCNS(=O)(=O)c1ccc2c(c1)oc(=O)n2C (stereo not drawn)
  -10, 1, 4, 9, x, -21, -0.4, 13, 0.7, 2, 11
39. COc1ccc(NS(=O)(=O)c2cccc(C(=O)OCC(=O)N3CCN(c4ccc(OC)cc4)CC3)c2)cc1
  5, 2, 5, 63, 19, 38, 1.1, -20, 2.9, 59, 14
40. COc1ccc(C(CNC(=O)Nc2ccccc2)N2CCN(C)CC2)cc1 (stereo not drawn)
  -20, 0, -33, -8, -3, -9, -0.4, 33, -0.5, 3, -17
41. Cc1ccccc1CN1CCN(S(=O)(=O)c2cccs2)CC1
  -2, -1, 15, -13, -16, -9, -0.3, -2, 0.2, 15, 11
42. COc1ccc(NC(=O)Cc2nnc(SCC(=O)Nc3nccs3)n2C)cc1
  -25, 6, -18, 23, -7, -1, 0.0, 2, -0.3, -1, -9
43. Cc1cccc([N+](=O)[O-])c1NC(=O)COC(=O)C1CCCO1 (stereo not drawn)
  1, 4, 4, 0, -4, -7, -0.2, -7, -1.7, 3, 5
44. C/C(=N\O)C(C)(C)Nc1cccc(F)c1
  -2, -2, 10, 6, -3, 6, 0.0, -13, -0.6, 0, 9
45. O=C(/C=C/NNC(=O)c1cccc(Br)c1)c1cccc(Br)c1
  12, -1, 3, -14, 17, -19, -0.1, -22, -2.1, -3, -1
46. COc1cccc(OC)c1C(=O)NC(=S)NCc1ccccc1
  -12, 5, 1, -4, -2, -12, 0.1, -7, 1.0, 3, 7
47. COc1ccc(NC(=S)N2CCNC(=O)C2CC(=O)Nc2cccc(Cl)c2C)cc1 (stereo not drawn)
  12, -2, 4, 6, -16, -11, -0.1, -5, -0.7, 11, -3
48. CCN(CC)c1ccc(C(=O)NNC(=O)CN2C(=O)NC3(CCCCC3)C2=O)cc1
  5, 2, -15, -2, -5, -4, -0.2, -7, -0.5, 6, -10
49. CC(C)CC1=C/C(=C/c2ccc(-c3ccccc3)o2)C(=O)O1
  -1, 0, -21, -14, 5, 18, -0.3, 8, 0.8, -6, -46
50. O=C(CS(=O)(=O)c1ccccc1)N1CCc2ccccc21
  0, 2, -197, -91, -37, 0, -0.1, -8, -6.1, -26, -158
51. NS(=O)(=O)c1ccc(CCNC2CC(=O)N(CCc3ccccc3)C2=O)cc1 (stereo not drawn)
  -3, 3, -11, -1, 4, -2, 0.0, 5, 2.8, 3, 5
52. CCc1ccc(N(C(=O)c2ccco2)C(C(=O)NC2CCCC2)c2cccnc2)cc1 (stereo not drawn)
  0, 2, -36, -30, 7, 13, 0.0, 1, 0.0, -11, -29
